M. tuberculosis GlmU = inhibition of mycobacterial GlmU enzyme – biochemical, glucosamine-1-phosphate acetyltransferase (AID 1376); M. tuberculosis GlmU acetyltransferase enzyme assay; higher % means a stronger effect; 220,000 tested, 0.25% active; one-dose inhibition, %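 (tested at 30 µM in the primary screen)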; IC50 in µM for titrated hits; in the data active means inhibition above about 13%;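 further: 0% = complete reaction with vehicle and 100% = reaction without substrate; strong numbers were not always called active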
Mtb RmlCD inh = blocks M. tuberculosis RmlC and RmlD coupled enzymes; P9WH09+P9WH11; RmlC+RmlD coupled enzyme assay, percent inhibition; primary screen in compound mixtures; inhibition, % at 3.6 µM; 160,000 tested, 0.03% active; in the data active means inhibition mostly above about 34%, no sharp cut-off; further: some results filed as inactive read as strong as hits
Target sequence (P9WH09 whole entry, looked up): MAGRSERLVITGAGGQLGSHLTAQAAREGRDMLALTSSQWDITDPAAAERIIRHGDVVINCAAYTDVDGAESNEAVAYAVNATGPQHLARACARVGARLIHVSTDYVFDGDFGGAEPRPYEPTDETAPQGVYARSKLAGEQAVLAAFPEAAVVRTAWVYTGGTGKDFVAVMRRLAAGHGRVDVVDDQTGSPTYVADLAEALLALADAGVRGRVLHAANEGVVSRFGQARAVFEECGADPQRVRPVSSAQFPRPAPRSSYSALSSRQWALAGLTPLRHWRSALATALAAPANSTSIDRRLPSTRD
Target sequence (P9WH11 whole entry, looked up): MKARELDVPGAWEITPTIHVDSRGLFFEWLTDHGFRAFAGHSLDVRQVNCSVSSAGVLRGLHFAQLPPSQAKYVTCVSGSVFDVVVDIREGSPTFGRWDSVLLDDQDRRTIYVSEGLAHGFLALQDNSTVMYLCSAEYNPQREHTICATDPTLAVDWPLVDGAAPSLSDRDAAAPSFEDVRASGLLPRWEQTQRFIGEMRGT
* marks the source's active call; other numbers are inactive results; / = not tested or not shown.

compound	M. tuberculosis GlmU	Mtb RmlCD inh
CCOc1ccc(Cn2nnc(C(=O)Nc3cc(C)cc(C)c3)c2N)cc1	1.5%	10
O=[N+]([O-])c1ccc(N2CCC(=NOCc3ccc(Cl)cc3)CC2)cc1	-2.4%	8
O=C(Nc1ccc2nsnc2c1)N1CCCCC1	6.3%	6
O=C1C2CCCN2C(c2ccc(F)cc2)N1c1ccc(Cl)cc1 (stereo not drawn)	4.0%	3
COc1ccc(N2CCN(CC(=O)Nc3nnc(-c4ccccc4)s3)CC2)cc1	6.3%	4
CCC(C)NCCCOc1ccc([N+](=O)[O-])cc1 (stereo not drawn)	2.0%	/
O=C(c1cccs1)N1CCN(C2CCCCC2)CC1	9.1%	/
COC(=O)c1c(NC(C)=O)sc2c1CCCC2	-4.1%	12

compound	M. tuberculosis GlmU	Mtb RmlCD inh
O=C(OCC(=O)c1c[nH]c2ccccc12)c1cc2ccccc2cc1O	-0.4%	10
COc1cccc(C(=O)OCCN2C(=O)c3ccccc3C2=O)c1OC	4.8%	16
Cc1cccc(C(=O)Nc2ccnc(-c3cccnc3)n2)c1	-1.7%	17
CCOC(=O)C1CCN(C(=O)CCn2c(=O)[nH]c3ccccc3c2=O)CC1	-3.9%	77
CCN1CCN(CCCN(Cc2ccco2)C(=S)Nc2ccc(Cl)cc2)CC1	-6.2%	-13
OCCNc1nc(-c2ccccc2)nc2ccccc12	3.3%	3
CC(=O)Nc1sc(NC(=O)c2ccc([N+](=O)[O-])cc2)nc1-c1cccs1	2.0%	1
Cc1c(NC(=O)/C(C#N)=C/c2c(N3CCCCC3)nc3ccccn3c2=O)c(=O)n(-c2ccccc2)n1C	0.3%	3

compound	M. tuberculosis GlmU	Mtb RmlCD inh
Cc1cccc(C)c1NC(=O)C1(N2CCN(C(=O)c3ccco3)CC2)CCCCC1	0.1%	/
CCc1nn(-c2cc(Oc3cccc4ccccc34)nc(-c3ccccc3)n2)c(N)c1C#N	-0.3%	/
CCOP(=O)(O)c1ccccc1OCCOCCOc1ccccc1P(=O)(O)OCC	2.8%	/
CCOC(=O)c1c(NC(=O)CC2Nc3cc(C)c(C)cc3NC2=O)sc(C)c1C (stereo not drawn)	-0.8%	-1
CCOC(=O)c1ccc(-n2c(CCC(=O)O)ccc2-c2cccs2)cc1	-1.5%	10
Cc1ccc(C(=O)CSc2ncnc3ccccc23)o1	-3.5%	/
CCOc1ccc(CN2CCN(Cc3cnn(CC)c3C)CC2CCO)cc1 (stereo not drawn)	-1.6%	-12
CCC(=O)OCC(=O)c1c(N)n(Cc2ccccc2)c(=O)n(C)c1=O	2.4%	/

compound	M. tuberculosis GlmU	Mtb RmlCD inh
Cc1ccc(-n2nc3ccc(N)cc3n2)cc1	1.7%	0
O=C(CN1C(=O)CCC1=O)Nc1nc(-c2nc3ccccc3s2)cs1	-1.0%	-3
Cc1ccc(CCn2c3c(c4ccccc42)CN(C)CC3)cn1	1.0%	-7
CCn1nc(C)c(CN2CCCC(C(=O)c3cccc(OC(C)C)c3)C2)c1C (stereo not drawn)	3.9%	20
O=C(Nc1nccs1)c1cc(-c2ccccc2)nn1-c1ccccc1	-1.4%	6
O=C1N/C(=N\N=C\c2ccco2)SC1Cc1ccc(F)cc1 (stereo not drawn)	-0.9%	-10
Clc1ccc2c(N3CCCC3)ccnc2c1	-3.1%	/
CCCCCC(=O)Nc1nc(C)c(-c2csc(Nc3cc(OC)ccc3OC)n2)s1	-0.6%	1

compound	M. tuberculosis GlmU	Mtb RmlCD inh
O=C(CSc1nnc(-c2ccc(F)cc2)n1-c1ccccc1)NCCN1C(=O)CSC1=O	-2.8%	6
O=C(N/N=C/c1cc(Br)cs1)c1ccc2c(c1)OCCO2	3.4%	11
CC(=O)Nc1ccc(NC(=O)CSc2nnc(C3CC3)n2C)cc1	5.4%	/
COc1cc(C2NC(=S)NC(C)=C2C(=O)OC(C)C)ccc1OC(C)C (stereo not drawn)	-2.8%	/
Cc1ccc(NS(=O)(=O)c2ccc(C(=O)NCC3CCCO3)cc2)cc1 (stereo not drawn)	-2.9%	0
CCCCn1c(N)c(NCc2ccccc2)c(=O)[nH]c1=O	-2.4%	/
CCOC(=O)C1CCN(C=C2C(=O)N(C)C(=S)N(C)C2=O)CC1	-2.8%	2
Cc1ccc(NC(=O)c2ccc(S(=O)(=O)N3CCC(C)CC3)cc2)cc1	-2.3%	/

compound	M. tuberculosis GlmU	Mtb RmlCD inh
COc1ccc(-c2cn[nH]c2N)cc1OC	0.3%	3
COC(=O)c1cc2oc(C)cc2n1CC(=O)Nc1ccc(OC)c(OC)c1OC	-2.8%	-5
COc1ccc(NC(=O)CSc2cc(C)nc3c(-c4ccccc4)cnn23)cc1	-3.5%	-28
Cn1c(SCC(=O)O)nnc1C1CCCCC1	4.9%	19
CCCS(=O)(=O)N1CCCC(C(=O)N2CCN(c3ccccc3)CC2)C1 (stereo not drawn)	3.1%	3
O=C(N/N=C\c1cccc(OC(=O)c2ccco2)c1)c1ccc2c(c1)OCO2	0.3%	5
O=C(CSc1nnnn1-c1ccccc1)Nc1ccc(Cl)cc1	-1.9%	/
O=C(CN(Cc1ccc(F)cc1)S(=O)(=O)c1ccccc1)N1CCCCC1	-7.2%	/

compound	M. tuberculosis GlmU	Mtb RmlCD inh
O=C(NCCc1ccccc1)C1CCCN(S(=O)(=O)c2cccc3nsnc23)C1 (stereo not drawn)	2.9%	10
CCCCN(CC)CCNC(=O)c1cc2c(C)nc3ccccc3c2o1	-6.9%	0
COc1ccc(Cl)cc1S(=O)(=O)N1CCN(C(=O)c2cc(OC)c(OC)c(OC)c2)CC1	1.1%	-7
CCCCCOP(=O)(OCCCCC)C1(NS(=O)(=O)c2ccccc2)C=CC(=O)c2ccccc21 (stereo not drawn)	-6.9%	0
CSCC[C@H](NC(=O)C1CCN(S(=O)(=O)c2ccc(C)cc2)CC1)C(=O)NCC1CCCO1 (stereo partly drawn)	-3.4%	104
COc1ccc(OC)c(C2C(C(C)=O)=C(O)C(=O)N2CCN2CCOCC2)c1 (stereo not drawn)	6.6%	/
COc1ccc(C(=O)C[n+]2ccc(C)cc2)cc1	0.8%	-10
Cc1cccc(-c2nsc(SCC(=O)NCC3CCCO3)n2)c1 (stereo not drawn)	-1.1%	2

compound	M. tuberculosis GlmU	Mtb RmlCD inh
COc1nc(NCc2ccco2)nc(NC2CCCCC2)n1	1.9%	/
Cc1cc(OCC(=O)Nc2ccc(N3CCN(C(=O)c4ccco4)CC3)cc2)cc(C)c1Cl	6.6%	10
CSc1nc(C)c(C(=O)Nc2ccccc2)c(-c2ccco2)c1C#N	-0.2%	5
O=C(/C=C/c1ccco1)Nc1ccccc1N1CCCCC1	-1.9%	12
CC(=O)N1CCN(Cc2nc3cc(NC(=O)C4CCCCC4)ccc3n2C)CC1	2.6%	3
CCOc1ccc(NC(=S)NC(=O)c2ccco2)cc1	-0.1%	/
O=C(CSCc1ccc(Cl)cc1)Nc1ccc2c(c1)OCCO2	-5.8%	/
COc1ccc(-n2c(-c3ccco3)nc3c(cnn3-c3ccc(C)cc3)c2=O)cc1	1.6%	-13

compound	M. tuberculosis GlmU	Mtb RmlCD inh
Cc1c(-c2nc(N)nc(Nc3ccccc3)n2)oc2ccccc12	-1.3%	/
CCC(C)(C(=O)NC1CCCCC1)N(CC1CCCO1)C(=O)Cc1cccs1 (stereo not drawn)	-0.8%	-57
NNC(=O)CSc1c(-c2cccs2)[nH]c2ccccc12	4.6%	1
CCOC(=O)c1[nH]ncc1CN1CCN(Cc2ccccc2)C(CCO)C1 (stereo not drawn)	2.1%	3
Nc1nc(NCc2c(F)cccc2Cl)nn1-c1ccccc1	3.3%	7
O=C(C1CCN(Cc2cn[nH]c2-c2ccc(F)cc2F)CC1)N1CCOCC1	3.1%	13
CCOc1ccc(-n2c(N)c(C(=O)N3CCN(C)CC3)sc2=S)cc1	-2.2%	35
CCCS(=O)(=O)c1snnc1C	4.2%	1

compound	M. tuberculosis GlmU	Mtb RmlCD inh
Cn1c(=O)c2c(ncn2CC(=O)OCC(=O)NCc2ccc(Cl)cc2)n(C)c1=O	0.1%	-8
O=c1c(O)c(-c2ccc(O)cc2)oc2cc(O)cc(O)c12	1.2%	/
Cn1c(N/N=C/c2cc3ccccc3nc2Cl)nc2ccccc21	-6.4%	/
O=c1cc(N2CCCC2)c2ccccc2o1	-2.5%	6
CCc1cc(C(N)=O)c(NC(=O)c2ccc(OC)cc2)s1	-3.4%	5
COc1ccc(O)c(/C=N/NC(=O)c2ccc(CSc3nc(C)cc(C)n3)cc2)c1	-3.2%	-3
COC(=O)c1cn(C(=O)c2ccco2)c2ccccc12	8.7%	5
Cc1ccc(N2C(=O)CCSC23C(=O)Nc2ccccc23)cc1 (stereo not drawn)	7.3%	11

Part of the list above, as labelled records:
O=c1c(O)c(-c2ccc(O)cc2)oc2cc(O)cc(O)c12
  M. tuberculosis GlmU = 1.2%; Mtb RmlCD inh = /

Cn1c(N/N=C/c2cc3ccccc3nc2Cl)nc2ccccc21
  M. tuberculosis GlmU = -6.4%; Mtb RmlCD inh = /

COc1ccc(O)c(/C=N/NC(=O)c2ccc(CSc3nc(C)cc(C)n3)cc2)c1
  M. tuberculosis GlmU = -3.2%; Mtb RmlCD inh = -3

Cn1c(=O)c2c(ncn2CC(=O)OCC(=O)NCc2ccc(Cl)cc2)n(C)c1=O
  M. tuberculosis GlmU = 0.1%; Mtb RmlCD inh = -8

Other results.
compound	M. tuberculosis GlmU	Mtb RmlCD inh
CCc1ccccc1NC(=O)CSc1nc2ccccc2n1CC(=O)N1CCCC1	-2.5%	-12
CC(=O)N/C(=C/c1ccccc1)C(=O)NC(Cc1ccccc1)C(=O)O (stereo not drawn)	-0.7%	4
CC(C)n1c(SCC(=O)Nc2ccccc2)nc2c1c(=O)n(C)c(=O)n2C	-3.7%	/
COc1ccc(-c2c(-c3ccc(OCC(=O)NN)cc3O)n[nH]c2C)cc1	4.1%	-15
COc1ccc(C)cc1NC(=O)C(OC(=O)c1ccc(Cl)c(S(=O)(=O)N(C)c2ccccc2)c1)c1ccccc1 (stereo not drawn)	-1.2%	0
O=C(c1ccc(-c2cccc(C(F)(F)F)c2)o1)N1CCOCC1	-2.7%	-9
Cc1cccn2cc(-c3ccc(Cl)cc3)nc12	-9.3%	-6
Cc1ccc(CSCCC(=O)NCCC2=CCCCC2)cc1	2.1%	13

compound	M. tuberculosis GlmU	Mtb RmlCD inh
O=C(Nc1cccc(C(F)(F)F)c1)Nc1ccc(N2CCCC2)c(S(=O)(=O)Nc2ccccc2Cl)c1	-8.0%	-14
CC1CCC2(CC1)NC(=S)N(C(C)(C)C)N2 (stereo not drawn)	3.2%	-2
Cn1nnnc1SCC(=O)Nc1nc2c(s1)CCCC2	-3.2%	0
COc1ccc([C@H]2/C=C\CN(S(=O)(=O)c3ccc(C)cc3)[C@@H](C)C(=O)N2Cc2ccc(F)cc2)cc1	-3.2%	/
CCNc1sc(C(=O)c2cccs2)c(N)c1C#N	-1.3%	14
COc1cc(NC(=S)NC(=O)c2ccccc2F)ccc1NC(=O)c1cccs1	0.3%	7
c1ccc(-c2cn3c(n2)-c2ccccc2C3)cc1	-2.4%	-1
O=C(NCc1cccs1)c1cc(-c2cccs2)on1	-0.1%	/

compound	M. tuberculosis GlmU	Mtb RmlCD inh
Nc1nc(Nc2ccc(Cl)cc2)n[nH]1	2.3%	-5
C=CCOc1cc(C)nc(-c2ccccc2O)n1	1.1%	/
COc1ccc(C2CC(c3ccccc3)=NN2S(=O)(=O)c2ccccc2)c(OC)c1 (stereo not drawn)	3.2%	-6
CCCC1S/C(=N/N=C/c2cccs2)NC1=O (stereo not drawn)	6.5%	-8
Cc1ccc(S(=O)(=O)N(C)/C(=N/S(=O)(=O)c2ccccc2)c2ccccc2)cc1	-4.7%	/
CCc1ccc(C(=O)CC2(O)C(=O)N(CN3CCOCC3)c3ccccc32)cc1 (stereo not drawn)	0.2%	/
CN1CCN(c2ccc(Cl)cc2NC(=O)c2cccc(S(=O)(=O)N(C)C)c2)CC1	-0.8%	11
O=c1oc2cc(O)ccc2cc1-c1nc2c(s1)CCc1ccccc1-2	8.0%	-5

compound	M. tuberculosis GlmU	Mtb RmlCD inh
Cc1cc([N+](=O)[O-])nn1CC(=O)NCc1ccco1	-0.1%	-5
CN(C)/C=C1\C(=O)NN=C1C(F)(F)F	2.1%	-14
COc1ccc(C(=O)Nc2cc(C)nc3ccccc23)cc1OC	-0.4%	-10
CCOc1ccccc1N1CCN(C(=O)c2cc[n+]([O-])cc2)CC1	-3.8%	/
Cc1ccc(CNC(=O)c2sccc2-n2cccc2)cc1	-0.3%	/
O=C1Oc2ccccc2C2(O)C3CCCCCC3C12 (stereo not drawn)	-1.2%	20
c1ccc(N2CCN(c3nc4ccccc4n4cnnc34)CC2)cc1	-1.7%	-7
O=c1c(-c2n[nH]c(=S)o2)cccn1Cc1ccccc1	1.7%	-10

compound	M. tuberculosis GlmU	Mtb RmlCD inh
CN(C)CC(O)COc1ccc(C(C)(C)c2ccc(OCC(O)CN(C)C)cc2)cc1 (stereo not drawn)	-11%	7
Cn1c(=O)[nH]c2ccc([N+](=O)[O-])nc21	1.6%	-9
CC1CN(C(=O)c2ccc3c(c2)OCO3)CC(C)O1 (stereo not drawn)	2.1%	/
COc1cc(OC)cc(C(=O)NCC(=O)OCc2csc(-c3ccccc3)n2)c1	-0.1%	8
COc1cc(S(=O)(=O)Nc2cccc(C)c2)ccc1NC(=O)c1cccnc1	11%	-8
O=C(c1ccc(N2C(=O)C3CCCCC3C2=O)cc1)N1CCCCC1 (stereo not drawn)	7.1%	-8
CN(C)C(=O)OCC1COc2ccccc2O1 (stereo not drawn)	5.3%	17

Screens (PubChem BioAssay)

The list is partial; the hit share may differ from the screen's.
